Bioassay records (PubChem)
EBNA-1 inh: blocks EBNA-1 binding to DNA; EBNA-1 DNA binding, fluorescence polarization; inhibition, % at 14.8 µM; 300,000 compounds, 0.34% hits; in the data active = inhibition above about 28%
LYPLA1 counter: counter-screen for PME1 inhibitors: inhibitors of human LYPLA1; O75608; recombinant LYPLA1, FP-Rh probe fluorescence polarization; inhibition, % at 5.9 µM; 320,000 compounds, 0.16% hits; AID 2174;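 active = inhibition above the mean of all tested compounds plus 3 SD, set per campaign, cut at about 14% in these data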;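 also: inhibitors block serine hydrolase probe labeling of LYPLA1 so polarization falls; 0% = enzyme with DMSO and 100% = wells lacking LYPLA1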
Target sequence (O75608 whole entry, looked up): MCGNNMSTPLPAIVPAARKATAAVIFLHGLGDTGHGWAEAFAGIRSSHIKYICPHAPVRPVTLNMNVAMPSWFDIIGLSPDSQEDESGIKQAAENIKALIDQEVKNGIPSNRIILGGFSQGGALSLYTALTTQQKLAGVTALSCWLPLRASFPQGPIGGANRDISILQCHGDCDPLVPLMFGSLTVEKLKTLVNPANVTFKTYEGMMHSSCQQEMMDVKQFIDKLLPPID
ZTA DNA inh: counter-screen for EBNA-1 inhibitors: inhibitors of Epstein-Barr virus ZTA. 320,000 compounds, 0.15% hits. inhibition, % at 11 µM. ZTA-DNA binding, fluorescence polarization. P03206; in the data active = inhibition above about 33%
Target sequence (P03206 whole entry, looked up): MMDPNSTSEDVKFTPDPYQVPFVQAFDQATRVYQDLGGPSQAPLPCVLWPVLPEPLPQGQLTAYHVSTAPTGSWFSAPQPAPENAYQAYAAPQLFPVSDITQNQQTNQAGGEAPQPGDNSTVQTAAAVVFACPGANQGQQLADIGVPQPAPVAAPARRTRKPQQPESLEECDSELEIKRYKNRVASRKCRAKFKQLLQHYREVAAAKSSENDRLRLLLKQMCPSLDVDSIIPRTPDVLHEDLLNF
LYPLA2 counter: blocks human lysophospholipase 2, a PME1 counter-screen. 320,000 compounds, 0.38% hits. inhibition, % at 5.9 µM. AID 2177. O95372. recombinant LYPLA2, FP-Rh probe fluorescence polarization;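 active = inhibition above the screen-wide mean plus 3 SD, limit set per campaign, cut at about 26% in these data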;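 also: 0% = LYPLA2 with DMSO and 100% = wells lacking LYPLA2 enzyme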
Target sequence (O95372 whole entry, looked up): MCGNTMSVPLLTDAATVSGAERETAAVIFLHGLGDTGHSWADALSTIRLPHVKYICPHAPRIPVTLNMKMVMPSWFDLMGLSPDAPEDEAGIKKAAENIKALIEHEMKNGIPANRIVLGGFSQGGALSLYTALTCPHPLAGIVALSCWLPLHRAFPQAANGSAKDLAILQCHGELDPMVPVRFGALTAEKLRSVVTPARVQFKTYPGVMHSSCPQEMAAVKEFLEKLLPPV
pPAFAH FP inh: inhibitors of human plasma PAF acetylhydrolase (pPAFAH). recombinant pPAFAH, FP-rhodamine probe fluorescence polarization. Q13093. inhibition, % at 3.39 µM. AID 463082. 330,000 compounds, 1.5% hits;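 active = inhibition above the mean inhibition across the screen plus 3 SD, cut at about 25% in these data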;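 also: inhibitors block binding of the rhodamine activity-based probe so polarization drops; 0% = enzyme with DMSO and 100% = wells lacking pPAFAH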
PAFAH2 FP inh: PAFAH2 (human) inhibition. AID 492956. 340,000 compounds, 0.99% hits. recombinant PAFAH2, FP-rhodamine activity probe, fluorescence polarization. inhibition, % at 3.39 µM. Q99487;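 active = inhibition above the mean over all tested compounds plus 3 SD, cut at about 30% in these data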;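 also: inhibitors block probe labeling of enzyme so polarization drops; 0% = enzyme with DMSO and 100% = wells lacking PAFAH2 protein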
PAFAH1B2 inh: inhibitors of human PAFAH1B2; P68402; recombinant PAFAH1B2, FP-rhodamine activity probe, fluorescence polarization; inhibition, % at 3.39 µM; 340,000 compounds, 1.2% hits; AID 492953;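 active = inhibition above the mean of all tested compounds plus 3 SD, cut at about 24% in these data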;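 also: 0% = enzyme with DMSO and 100% = wells lacking PAFAH1B2; many of its hits are not listed in these tables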
Target sequence (P68402 whole entry, looked up): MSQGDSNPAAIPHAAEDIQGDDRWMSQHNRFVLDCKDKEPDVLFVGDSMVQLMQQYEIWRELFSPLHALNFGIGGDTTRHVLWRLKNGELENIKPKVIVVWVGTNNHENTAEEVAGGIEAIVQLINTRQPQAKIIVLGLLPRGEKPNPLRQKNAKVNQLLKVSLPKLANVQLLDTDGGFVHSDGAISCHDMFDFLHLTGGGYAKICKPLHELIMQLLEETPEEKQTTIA
PREPL inh: inhibitors of human prolyl oligopeptidase-like enzyme PREPL; Q4J6C6; recombinant PREPL, fluorescence polarization activity-based probe; inhibition, % at 5.96 µM; 320,000 compounds, 0.68% hits; AID 2751; in the data active = inhibition above about 43%;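 also: 0% = enzyme with DMSO and 100% = wells lacking enzyme; many of its hits are not listed in these tables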
PAFAH1B3 inh: PAFAH1B3 (human) inhibition | inhibition, % at 3.39 µM | recombinant PAFAH1B3, FP-rhodamine probe, fluorescence polarization | 340,000 compounds, 0.28% hits;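 active = inhibition above the screen-wide average of all tested compounds plus 3 SD, cut at about 25% in these data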;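 also: 0% = enzyme with DMSO only and 100% = wells lacking PAFAH1B3 protein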
* hit, by the source's call; / = no result given. An excerpt. The share of hits here may be higher or lower than overall.

Order of results: EBNA-1 inh	LYPLA1 counter	ZTA DNA inh	LYPLA2 counter	pPAFAH FP inh	PAFAH2 FP inh	PAFAH1B2 inh	PREPL inh	PAFAH1B3 inh
> CC(C)(Oc1ccc(Cl)cc1)C(=O)NCc1n[nH]c(=O)c2ccccc12
→ 7	-1	-1	-2	1	10	7	-37	0
> CCOC(=O)C1(Cc2cccc(Cl)c2)CCCN(C(=O)c2cc(C(C)C)nn2C)C1 (stereo not given)
→ -6	-2	0	-1	-9	2	8	1	-1
> COc1ccc(-c2cc(-c3cccs3)c(C#N)c(SCC(=O)NCc3ccccc3OC)n2)cc1
→ -1	5	0	0	4	-4	-2	-9	-5
> CN(C)c1ccc(NC(=O)Nc2cccc(Cl)c2)cc1
→ 16	-4	-12	3	21	3	2	19	12
> CCOC(=O)c1cc(C(C)(C)C)n(CCCN2CCOCC2)c1C
→ -6	-1	-3	-5	3	8	-4	3	-2
> CC(NC(=O)c1ccco1)C(c1cccs1)N1CCN(c2ccc(F)cc2)CC1 (stereo not given)
→ -3	0	-2	10	9	2	-4	-19	0
> Cc1ccc(S(=O)(=O)N2CCN(C(=O)COC(=O)c3cccc(Cl)c3)CC2)c(C)c1
→ /	1	-3	-6	17	8	6	18	5
> COc1cccc2cc(/C(C)=N/Nc3nc(-c4cc(C)ccc4C)cs3)c(=O)oc12
→ 7	-5	6	-5	18	0	4	2	3
> O=C(Nc1ccccc1)c1ccc(NCCN2C(=O)CCC2=O)c([N+](=O)[O-])c1
→ 6	8	8	6	4	4	-4	-1	2
> O=C1CCc2cc(S(=O)(=O)NC(Cc3ccccc3)C(=O)NCC3CCCO3)ccc2N1 (stereo not given)
→ 0	-1	9	-5	-8	5	7	12	4
> Cc1ccc(C)c(/C=N/n2cc(-c3ccccc3)[nH]c2=S)c1
→ -5	0	5	4	10	2	4	4	8
> O=C(COc1ccc(Cl)c(Cl)c1)NC1CCS(=O)(=O)C1 (stereo not given)
→ /	-2	-1	0	2	-7	4	3	5
> Cc1ccc(NC(=O)Cn2nnc(C(=O)NCc3cccs3)c2N)c(C)c1
→ -3	-2	4	-5	3	-1	-3	1	-2
> Cc1cc(/C=C2/NC(=O)NC2=O)c(C)n1-c1sc2c(c1C#N)CCCC2
→ -8	2	-9	1	9	13	6	14	8
> Cc1cccc(OCC(=O)N/N=C2/SCC(=O)N2Cc2ccco2)c1
→ 8	-1	-13	3	1	7	2	0	3
> CCCn1c(SCC#N)nc2c(c1=O)C1(CCCC1)Cc1ccccc1-2
→ -3	-2	8	0	1	5	14	7	2
> O=C(Nc1ccc2sccc2c1)c1cccc(N2C(=O)CCC2=O)c1
→ 1	0	6	0	6	1	-2	5	7
> O=C(COC(=O)c1cccc(Oc2ccccc2)c1)NCc1ccco1
→ -11	-2	-11	-1	34*	36*	1	12	-5
> CC(=O)c1ccc(N(CC(=O)NC2CCCCC2)C(=O)c2csnn2)cc1
→ 6	-1	12	-4	2	8	5	-1	13
> COc1cccc(OCc2cc(/C=N/Nc3ccc(C(=O)O)cc3)ccc2OC)c1
→ -8	2	13	6	39*	15	0	6	-1
> COc1ccc2cc(C(=O)C3CCCN(C(=O)CCc4ccccn4)C3)ccc2c1 (stereo not given)
→ 11	-1	9	-1	4	1	5	3	9
> CCCC(=O)Nc1nnc(SCC(=O)NCc2cccs2)s1
→ -6	-1	3	7	1	11	-2	-5	-8
> CS(=O)(=O)N(CC(=O)NCc1ccccc1)c1ccc(Cl)cc1
→ -2	1	5	1	5	1	5	-9	4
> COc1ccc2sc(-c3ccc(S(C)(=O)=O)cc3)c(C#CCO)c2c1
→ /	/	/	/	0	3	0	22	-2
> O=C(CN1C(=O)NC2(CCc3ccccc32)C1=O)Nc1ccc(N2CCOCC2)cc1 (stereo not given)
→ 1	-4	-9	2	10	-2	2	0	-1
> COc1cccc(CC(=O)OCC(=O)NC(Cc2ccccc2)C(C)=O)c1 (stereo not given)
→ -4	1	-5	3	6	1	9	5	5
> Cc1nc(NC(=O)C2CCCCC2)sc1C
→ -8	-1	-8	-4	-5	7	1	-14	2
> COc1cc2c(cc1CNC[C@H]1O[C@@H](n3cnc4c(N)ncnc43)[C@H](O)[C@@H]1O)OCO2
→ /	/	/	/	-1	2	5	4	-3
> CCCCCOC(=O)NCC(O)c1ccccc1 (stereo not given)
→ 1	3	5	8	5	0	1	6	-1
> O=C(Cc1ccc(Cl)cc1Cl)NC1CCCCCC1
→ -9	-1	-12	0	3	3	2	5	8
> COc1cccc2cc(C(C)N(CCCN3CCOCC3)C(=S)Nc3cc(C)ccc3C)oc12 (stereo not given)
→ 8	1	6	0	8	-6	4	3	4
> Cc1cccc(OCCN2CCOCC2)c1C
→ -8	2	-13	-2	0	-4	5	-7	0
> COc1ccc(N2CCN(C(=O)CCN3C(=O)C4C5C=CC(C5)C4C3=O)CC2)cc1 (stereo not given)
→ -1	-1	1	3	1	2	7	8	-3
> COc1cc(Cn2cnnn2)ccc1O
→ 3	-1	7	2	1	-6	4	2	5
> Cc1ccc(C(C)(c2ccc(N)cc2)c2ccc(N)cc2)cc1
→ 1	-1	0	4	12	0	-4	19	4
> Brc1ccccc1C1=Nn2c(nnc2-c2ccco2)SC1
→ -1	-3	-10	1	7	5	5	14	1
> Cc1ccc(C(=O)Nc2cc([N+](=O)[O-])ccc2C)cc1
→ -3	-3	20	-3	10	-1	0	-1	0
> CCc1ccc(C(=O)COC(=O)CNC(=O)c2cccs2)cc1
→ 3	0	17	5	9	-6	7	0	-4
> COc1cc(/C=C2\C(=O)ON=C2c2ccc(Cl)cc2)ccc1O
→ -9	-5	13	-6	2	/	/	2	/
> FC(F)(F)c1nc2ncc(Cl)cc2[nH]1
→ -13	1	-15	7	-1	1	4	11	11
> C=CCN(CC=C)C(=S)NC(=O)c1ccc(OC)c(Br)c1
→ -4	3	5	9	1	1	2	8	8
> Cc1ccc(C(=O)NNC(=S)NCC2CCCO2)cc1[N+](=O)[O-] (stereo not given)
→ 1	4	4	6	-2	8	6	5	12
> Cc1cc(C(=O)N2CCN(c3cc(Cl)ccc3C)CC2)on1
→ -2	-3	0	-4	6	5	7	-1	0
> O=C(NCCc1nc(-c2ccccc2Cl)no1)c1ccccc1
→ -9	3	-9	11	3	-2	2	6	4
> CC(C)COC(=O)n1c(=O)oc2cc(S(=O)(=O)N3CCCCC3)ccc21
→ -3	-2	6	2	6	0	7	10	-3
> O=C(NC12CC3CC(CC(C3)C1)C2)C1CCCN1C(=O)NC1CCCCC1 (stereo not given)
→ -13	0	-7	-2	3	19	12	1	1
> CCOc1ccc(N(CC(=O)NC2CCCCC2)C(=O)CCC(=O)Nc2ccccn2)cc1
→ 3	-2	-3	-3	6	-4	3	0	6
> O=C(Nc1cccc(C(F)(F)F)c1)N1CCN(C(=O)Nc2cccc(C(F)(F)F)c2)CC1
→ -4	1	-7	1	6	-4	-2	2	6
> COCCOc1ccc(C(F)(F)F)cc1NC(=O)COC(=O)C1=COCCO1
→ -7	-2	-1	2	-4	-2	3	15	-6
> COc1ccc2c(c1)c1nc3n(c(=O)c1n2CC(=O)Nc1cc(C)[nH]n1)CCS3
→ 11	2	8	6	0	/	/	1	/
> NC(=O)c1cc(N2C(=O)C3CC=CCC3C2=O)ccc1N1CCCCC1 (stereo not given)
→ 15	-2	2	-11	8	0	1	-5	-3
> CCCCn1c(-c2cccc(C)c2)nc2cc3[nH]c(=O)c(C(C)C)nc3cc21
→ 0	-3	-13	-3	19	3	3	20	7
> CSc1ccc(C=NNc2ccc(S(=O)(=O)Nc3ccccc3C(=O)O)cc2[N+](=O)[O-])cc1
→ /	/	/	/	22	20	9	43	14
> CCNC(=O)C1CC(=O)N(c2ccc(OCC)cc2)C1 (stereo not given)
→ -7	2	10	-3	-8	9	2	5	2
> O=C(NC1CC1)c1cccc(S(=O)(=O)Nc2ccccc2F)c1
→ -3	1	6	3	-1	2	-3	7	3
> COc1cc(CC(=O)O)c([N+](=O)[O-])cc1OC
→ 0	1	7	3	3	-3	6	0	-5
> CCCn1c(=NC(=O)CCS(=O)(=O)c2ccccc2)sc2cc(S(N)(=O)=O)ccc21
→ -3	-3	-17	3	3	6	-5	2	2
> CCOc1cc(C2C3=C(CCCC3=O)NC3=C2C(=O)CCC3)ccc1OCCO
→ -10	1	-5	-7	-1	5	-2	14	0
> CCC1(C)Cc2ccccc2C(=O)N1 (stereo not given)
→ -12	1	-27	-2	-5	0	5	6	4
> O=C(c1cc(-c2ccc(Cl)cc2)on1)N1CCN(c2ccccc2)CC1
→ 23	0	-5	31*	2	-4	-6	4	-2

New compounds follow:
Order of results: EBNA-1 inh	LYPLA1 counter	ZTA DNA inh	LYPLA2 counter	pPAFAH FP inh	PAFAH2 FP inh	PAFAH1B2 inh	PREPL inh	PAFAH1B3 inh
> Cc1nn(-c2ccccc2)c2nc(N)c(C#N)c(-c3ccc(F)cc3)c12
→ 10	-4	17	-9	0	-16	0	-13	-7
> O=C(N/N=C/c1ccc(Cl)cc1)c1n[nH]c2c1CCCC2
→ 6	-1	-4	-1	3	1	-3	4	-8
> COc1ccccc1/C=C/C=N/NC(=O)c1ccco1
→ 5	-2	12	-5	-2	3	4	-5	5
> CSc1nncn1/N=C/c1ccccc1F
→ 3	3	-8	1	-4	5	11	12	1
> CCOc1ccccc1NC(=O)c1ccc(NC(=O)c2ccco2)cc1
→ 4	-6	3	-7	3	-19	2	-7	-4
> CNS(=O)(=O)c1cc(OCC(N)=O)c(C)cc1Cl
→ -4	-2	11	-2	2	-3	-3	1	1
> Cc1cc2c(c(=O)n1Cc1cccnc1)C(c1ccccc1)C(C#N)=C(N)O2 (stereo not given)
→ 5	1	1	-4	1	-5	5	12	-1
> CCN(CC)CCn1c2c(c(SCC(=O)Nc3cc(OC)cc(OC)c3)nc1=O)CCC2
→ -12	-2	-14	-2	-6	-2	1	-13	-2
> COc1cccc(OCc2ccc(Cl)cc2)c1C#N
→ -4	-3	-4	1	-3	9	9	18	11
> CC1(C)CC(NC(=O)c2cccc3ccccc23)CC(C)(C)N1
→ 1	-4	-2	3	4	0	-1	5	6
> CCCC1CCC(=NNC(=O)OC(C)(C)C)CC1 (stereo not given)
→ 1	-2	-4	7	1	-4	-3	-2	-5
> O=[N+]([O-])c1cccc(/C=N/N2CCN(Cc3ccc(Cl)cc3)CC2)c1
→ 8	29*	-5	41*	3	-1	4	30	-6
> CN(Cc1cc(=O)n2ccsc2n1)Cc1nc2ccccc2c(=O)[nH]1
→ 11	1	-15	4	1	5	0	12	-7
> CCc1cccc(C)c1NC(=O)CSc1nc2ccccc2n1CC(=O)N(C)C
→ -2	-2	2	-2	-5	-2	1	10	2
> COC(=O)CN(c1ccc(F)cc1)S(=O)(=O)c1ccc2c(c1)OCCO2
→ 3	-2	-8	1	-1	14	0	8	1
> CCOC(=O)NC(=O)c1cn(CCN(C)C)c(=O)[nH]c1=O
→ -1	1	12	-2	6	0	-1	6	2
> CCN(CC)c1ccc2cc(C(=O)Nc3ccccn3)c(=O)oc2c1
→ 13	1	10	-2	5	-9	0	8	7
> O=C(COC(=O)c1ccccc1)Nc1ccc(Cl)cn1
→ 12	2	0	0	2	46*	0	7	7
> OC[C@@H](O)[C@@H](O)CO
→ 0	-2	10	10	0	3	3	3	6
> Cc1onc(-c2ccccc2)c1C(=O)c1ccccc1
→ -7	1	-4	7	5	2	5	0	1
> O=C(COC(=O)c1ccncc1)Nc1ccc2c(c1)OCO2
→ /	/	/	/	10	2	2	32	3
